B2AR arrestin: agonists driving beta-arrestin recruitment to human beta2-adrenergic receptor; P07550; beta-arrestin recruitment to beta2AR, cell-based reporter; Potency, µM (highest dose often 46.1 µM), without a hit: at the highest dose activation, usual class: activators; actives 0.02% (n = 330,000); AID 492947;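 note: potency is the fitted concentration of half-maximal effect; 0% = DMSO controls and full agonism = EC100 isoproterenol or metaproterenol; nearly all actives have a fitted effect of over 65% in size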
USP2a inh: inhibitors of human ubiquitin-specific protease USP2a; USP2 core, Ub-CHOP2 coupled fluorogenic reporter, 485/531; AID 463254; actives 0.01% (n = 330,000); Potency, µM (titrated, usually from 38.3 µM), for inactives: top-dose activity change, negative = inhibition, most hits filed as inhibitors; O75604;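 note: potency is the fitted concentration of half-maximal effect; plate controls were DMSO wells for no effect and full inhibition by NEM control for full effect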
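USP2 core (10nM final) preincubated 30min RT with compound in 20mM Tris-HCl pH 8.0, 2mM CaCl2, 2mM beta-mercaptoethanol, 0.05% CHAPS; 25nM Ub-CHOP2 plus 25nM reporter substrate added, fluorescence (Ex485/Em531) read after 60min.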
BRCA1 expr act: increases BRCA1 expression. MCF7-BRCA1-FFLuc reporter, luminescence, 48 h; response scale: scaled: vehicle 0%, 10 µM genistein 100%. Potency, µM (titrated, usually from 46.1 µM), for inactives: at the top dose activation, actives largely listed as activators. actives 1.1% (n = 380,000); note: potency is the fitted concentration of half-maximal effect; nearly all actives have a fitted effect of over 80% in size; some results filed as inactive show a strong effect at the top dose
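Cells: MCF7-BRCA1-FFLuc, 2000/well. Exposure: 48 h, 37 °C, 5% CO2. Read: luminescence, 15 min post-substrate. Controls: genistein 10 microM (maximal activation), DMSO (neutral).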
TRPV1 agonist: agonists of human vanilloid receptor 1 (TRPV1); activation, % at 8.33 µM; TRPV1-expressing cells, Fluo-8 calcium influx, agonist mode; AID 540275; Q8NER1; actives 0.19% (n = 320,000); in the data active = activation above about 80%; inconclusive = between about 30% and that limit; note: 0% is about no effect
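TRPV1-expressing cells were cultured overnight at 35.5C and loaded with Fluo-8 calcium dye for 40 to 90 min at room temperature. After a 10 s baseline, compound was added and calcium influx was read kinetically for 3 min (ex 480/em 520 nm).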
p53 reactivation: re-activators of mutant p53. H1299 p53-A138V BP100-luciferase reporter, luminescence, 24 h. Potency, µM (top dose mostly 92.2 µM), for inactives: at the top dose activity change, positive = activation, hits mostly activators. actives 0.063% (n = 320,000); note: potency is the fitted concentration of half-maximal effect; % of control where 0% means no effect; nearly all actives have a fitted effect of over 45% in size
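p53-null H1299 cells stably carrying temperature-sensitive p53-A138V and a BP100-luciferase reporter were pinned with compounds (4-point, 1:5 series) and held 24 hrs at 37 deg C. Luminescence was read 10 min after detection reagent.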
Eya2 inh: Eya2 (human) phosphatase inhibition; O00167; Potency, µM (doses to about 76.9 µM), for the others: top-dose activity, negative = inhibition, actives largely listed as inhibitors; recombinant Eya2, OMFP fluorescence dephosphorylation (OMFP is methylfluorescein phosphate); actives 0.006% (n = 330,000); note: potency is the fitted concentration of half-maximal effect; % is set by controls: 0 for no effect and ±100 for the full control effect
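Eya2 protein (added as 0.2 uM solution) was preincubated with compound for 10 min at ambient temperature in 50 mM HEPES pH 7.5, 50 mM NaCl, 5 uM MgCl2, 0.05% BSA, 1 mM DTT. OMFP (added at 50 uM) then reacted 10 min; fluorescence read at 485/525 nm.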
uPA generation: cell surface uPA generation inhibition. cell surface uPA generation assay, qHTS. Potency, µM (doses to about 38.3 µM), for the others: top-dose activity change, negative = inhibition, most hits filed as inhibitors. actives 0.31% (n = 330,000). AID 540303; active = well fitted inhibition curve with a large enough effect; inconclusive = small, poorly fitted or top-dose-only effect; inactive = no such curve, though single readings can be large or run the other way; tested in mouse RAW 264.7 cells; note: potency is the fitted concentration of half-maximal effect; % is set by controls: 0 for no effect and ±100 for the full control effect; nearly all actives have a fitted effect of over 55% in size
TSG101-PTAP inh: blocks PTAP/TSG101 interaction to inhibit HIV-1 budding; Q99816; Fluorescence polarization, FITC-PTAP peptide / Tsg101 binding; Potency, µM (series often up to 115 µM), for inactives: at the highest dose activity change, negative = inhibition, actives largely listed as inhibitors; 340,000 tested, under 10 active; AID 493005; active = well fitted inhibition curve with a large enough effect in the main read-out, with a control signal flat, not every such curve was filed as active; inconclusive = small, poorly fitted or top-dose-only effect, or effect the other way, or a change in a side signal; inactive = no such curve, though single readings can be large or run the other way; note: potency is the fitted concentration of half-maximal effect; % of control where 0% means no effect
Target sequence (Q99816 whole entry, looked up): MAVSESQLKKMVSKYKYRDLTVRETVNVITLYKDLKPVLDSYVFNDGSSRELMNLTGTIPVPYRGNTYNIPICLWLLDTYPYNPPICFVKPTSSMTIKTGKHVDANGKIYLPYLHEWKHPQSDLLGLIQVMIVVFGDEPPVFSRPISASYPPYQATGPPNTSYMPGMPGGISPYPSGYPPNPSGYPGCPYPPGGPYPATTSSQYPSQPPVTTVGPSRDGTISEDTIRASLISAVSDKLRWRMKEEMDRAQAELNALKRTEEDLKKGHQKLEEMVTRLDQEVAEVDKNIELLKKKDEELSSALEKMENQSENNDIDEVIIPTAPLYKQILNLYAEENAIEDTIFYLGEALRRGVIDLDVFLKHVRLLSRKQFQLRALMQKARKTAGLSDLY
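FP read-out: FITC-PTAP peptide, 50 nM final, binding Tsg101 binding domain, 10 uM final; 20 min, r.t.; 10 mM HEPES pH 7.5, 0.15 M NaCl, 0.01% Tween 20, 3 mM EDTA, 0.1 mM TCEP.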
ELG1 genotoxic: inducers of genotoxicity in HEK293T ELG1-luciferase cells. HEK293T ELG1-luciferase reporter, luminescence, 16 h. Potency, µM (titrated, usually from 46 µM), inactives show at the top dose activity change, positive = activation, hits mostly activators. actives 1.3% (n = 330,000); note: potency is the fitted concentration of half-maximal effect; % of control where 0% means no effect; nearly all actives have a fitted effect of over 60% in size
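Genotoxic stress is detected as increased luminescence from luciferase-tagged ELG1 in HEK293T cells, measured with ONE-Glo after a 16 hr treatment at 37 °C.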
a7 integrin act: activates integrin-mediated alleviation for muscular dystrophy; alpha7betagal myoblasts, beta-gal FDG fluorescence, 48 h; Potency, µM (highest dose often 38.3 µM), without a hit: at the highest dose activation, actives largely listed as activators; actives 0.064% (n = 350,000); AID 624291;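 note: potency is the fitted concentration of half-maximal effect; 100% = response of the positive control SU9516; nearly all actives have a fitted effect of over 60% in size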
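alpha7betagal+/- myoblasts (passage 13, 250/well) treated 48 h at 37C with compounds at 1:260 dilution of DMSO stock. Lysed, then beta-galactosidase activity read as FDG fluorescence (ex 480/em 540) after 30 min, with pre-read for autofluorescence.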
S-ASM inh: blocks human secretory acid sphingomyelinase; actives 0.006% (n = 340,000); Potency, µM (titrated, usually from 57.5 µM), without a hit: at the top dose activity change, negative = inhibition, hits mostly inhibitors; placental ASM, HMU-PC fluorogenic substrate, 60 min; AID 504937; note: potency is the fitted concentration of half-maximal effect
Target sequence (P17405 47-631 limits assumed): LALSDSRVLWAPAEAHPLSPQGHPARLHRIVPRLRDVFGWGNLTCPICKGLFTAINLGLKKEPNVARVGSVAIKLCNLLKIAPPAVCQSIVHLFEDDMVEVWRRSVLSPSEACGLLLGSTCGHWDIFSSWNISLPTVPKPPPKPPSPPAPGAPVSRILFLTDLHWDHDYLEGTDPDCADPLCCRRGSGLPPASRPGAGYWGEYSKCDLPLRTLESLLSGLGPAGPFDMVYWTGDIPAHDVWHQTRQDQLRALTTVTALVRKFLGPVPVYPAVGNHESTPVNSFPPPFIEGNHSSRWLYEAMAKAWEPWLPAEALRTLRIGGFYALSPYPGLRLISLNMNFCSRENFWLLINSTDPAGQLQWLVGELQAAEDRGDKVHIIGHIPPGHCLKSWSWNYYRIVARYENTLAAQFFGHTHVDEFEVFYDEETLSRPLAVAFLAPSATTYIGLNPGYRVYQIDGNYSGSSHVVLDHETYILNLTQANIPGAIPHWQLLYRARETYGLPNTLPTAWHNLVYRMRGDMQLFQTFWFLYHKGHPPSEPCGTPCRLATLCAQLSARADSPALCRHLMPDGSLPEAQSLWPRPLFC
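Fluorescence read-out (Ex 386 nm, Em 447 nm) after stopping the reaction at pH 10. Enzyme: ASM from human placenta; substrate HMU-PC0, 9 uM final; 60 min, 37 °C. Compound preincubation 10 min, ambient temperature.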
* hit, by the source's call; u = inconclusive; x = not tested or not shown; [ ] = another dose, or the depositor's remark. Unless noted, calls come from the whole dose curve; as a rule, active = well fitted curve in the direction sought with a large enough effect; inconclusive = small, poorly fitted or top-dose-only effect, or another doubt; inactive = no such curve, though single readings can be large; an effect the other way counts as inactive or inconclusive.

SMILES	B2AR arrestin	USP2a inh	BRCA1 expr act	TRPV1 agonist	p53 reactivation	Eya2 inh	uPA generation	TSG101-PTAP inh	ELG1 genotoxic	a7 integrin act	S-ASM inh
O=S(=O)(NC(=S)c1ccccc1)c1ccccc1	x	x	-21%	x	x	x	0%	-3%	x	-4%	9%
CN(C(=O)CS(=O)(=O)c1cn(CC(=O)N2CCCC2)c2ccccc12)c1ccccc1	x	x	-4%	x	x	x	0%	-4%	x	-7%	5%
CC(C)c1ccc2c(c1)C(c1ccc(N3CCOCC3)cc1)=NNC(c1cccs1)=N2	0.4%	1%	5%	u	9%	-9%	3%	-7%	3%	-6%	-13%
COc1ccc(/C=N/Nc2nc(Nc3ccccc3)nc(N3CCCC3)n2)cc1	6.7%	-4%	-3%	4	2%	-13%	-1%	0%	-14%	35%	-3%
O=C(O)CCSc1nnc(COc2cccc3cccnc23)n1-c1ccccc1	0.4%	-2%	-2%	-4	-4%	17%	4%	-1%	0%	-17%	3%
COC(=O)c1c(NC(=O)CN2CCN(S(=O)(=O)c3ccccc3)CC2)sc2c1CCC(C)C2 (stereo not given)	-0.5%	-7%	x	-3	-3%	1%	x	x	-3%	x	x
O=C1CC(c2cccc(Cl)c2)CC(O)=C1C=NC1CCCC1 (stereo not given)	-0.3%	4%	-18%	29	-2%	-5%	-1%	-2%	1%	30%	-2%
O=C(Nc1ccccc1F)Nc1cc(S(=O)(=O)N2CCOCC2)ccc1N1CCCC1	0.2%	2%	-29%	2	5%	0%	-4%	-9%	3%	-7%	-2%
Cc1ccc(S(=O)(=O)Nn2c(O)c(C=C3N=c4ccccc4=N3)sc2=S)cc1	-0.4%	-2%	5%	0	10%	-19%	-11%	-3%	-3%	u	-10%
CCCCCC(=O)NC(=S)Nc1cccc(C(C)=O)c1	-0.7%	-1%	43%	3	u	1%	4%	0%	0%	-12%	-3%
CSc1c(C#N)sc(=S)n1-c1ccc(C)cc1	-0.1%	-1%	1%	12	0%	-8%	3%	-3%	0%	-8%	-3%
COc1ccc(S(=O)(=O)N2CCC(C(=O)NCCC(=O)NCc3cccc(OC)c3)CC2)cc1	0.1%	0%	1%	-2	-4%	7%	-2%	-1%	1%	2%	-1%
CC(C)N(CCNCC(O)COc1ccc(C(C)(C)c2ccccc2)cc1)C(C)C (stereo not given)	0.0%	0%	-27%	2	0%	9%	x	-3%	-5%	-28%	-4%
Cc1nc(NC(=O)CSc2ccccc2N)sc1C	-0.2%	0%	0%	3	9%	-6%	-19%	-10%	u	11%	-2%
Cn1c(=O)nc2n(Cc3ccccc3)c3ccccc3cc-2c1=O	-0.8%	-7%	-18%	7	-1%	6%	-4%	1%	2%	-13%	x

3 entries from above, arranged by the value under BRCA1 expr act, falling.
SMILES	BRCA1 expr act
Cc1ccc(S(=O)(=O)Nn2c(O)c(C=C3N=c4ccccc4=N3)sc2=S)cc1	5%
COc1ccc(/C=N/Nc2nc(Nc3ccccc3)nc(N3CCCC3)n2)cc1	-3%
CN(C(=O)CS(=O)(=O)c1cn(CC(=O)N2CCCC2)c2ccccc12)c1ccccc1	-4%

New compounds follow.
SMILES	B2AR arrestin	USP2a inh	BRCA1 expr act	TRPV1 agonist	p53 reactivation	Eya2 inh	uPA generation	TSG101-PTAP inh	ELG1 genotoxic	a7 integrin act	S-ASM inh
N/C(CS(=O)(=O)c1ccccn1)=N\OC(=O)c1ccccc1Cl	0.4%	2%	2.5µM*	0	u	-22%	-4%	-3%	u	-9%	0%
O=C(COc1ncnc2ccccc12)NCC1CCCO1 (stereo not given)	-0.2%	3%	-1%	3	2%	-17%	-2%	0%	1%	4%	0%
CN1CCC(=NNC(=O)c2cn(-c3ccccc3)nc2-c2ccccc2)CC1	0.5%	4%	-36%	2	1%	-10%	-3%	-1%	9%	10%	-2%
Cn1c(=O)[nH]c(=O)c2c1nc(N1CCNCC1)n2Cc1ccccc1	7.2%	1%	-9%	3	x	-5%	4%	-1%	0%	13%	1%
Nc1cc(=O)[nH]c(=O)n1CCCc1ccccc1	x	x	-13%	x	x	x	2%	-2%	x	30%	3%
Cc1c(OCC(=O)NCC2CCC(C(=O)NCCCO)CC2)ccc2c(-c3ccccc3)cc(=O)oc12 (stereo not given)	0.1%	1%	4%	-2	-23%	1%	-2%	-3%	1%	-14%	-2%
CC(C)NC(=O)C1(c2ccccc2)CCOCC1	-0.9%	-1%	-7%	-1	-5%	1%	2%	0%	3%	u	4%
COc1ccc(-c2noc(CNC(=O)CCN3C(=O)[C@H]4CC=CC[C@H]4C3=O)n2)cc1	0.2%	2%	28%	-1	-2%	6%	0%	-4%	0%	24%	3%
O=C(CCOc1ccccc1)NCC(c1ccco1)N1CCCCC1 (stereo not given)	0.0%	5%	1%	14	1%	-19%	x	-5%	-1%	-13%	14%
CN1CCC(=O)N([C@H](CSc2ccccc2)c2ccccc2)CC1	-0.5%	1%	63%	3	x	0%	-13%	1%	9%	-17%	-1%
COc1ccc(Cl)cc1NC(=O)COC(=O)c1ccc(C)o1	-3.3%	1%	0%	5	-1%	-14%	5%	-1%	2%	5%	0%
COc1ccccc1N1CCN(C(=O)c2cccs2)CC1	-0.3%	1%	-9%	9	-2%	-5%	-17%	0%	-2%	2%	1%
Cc1cc(NC(=O)CSc2nc(-c3ccccc3)nc3c2c(=O)n(C)c(=O)n3C)no1	-0.5%	0%	4%	-2	0%	-8%	-5%	3%	0%	1%	1%
CCOC(=O)c1nn(-c2ccccc2)c(C#N)c1N	0.1%	4%	34%	6	6%	-6%	-4%	-3%	-3%	16%	135%[activator]
Cc1ccccc1-c1nc(CN2CCC(C(=O)NCCCN3CC(C)CC(C)C3)CC2)c(C)o1 (stereo not given)	0.2%	0%	-1%[1.84 µM]	4	-40%[inhibitor]	-13%	8%	-3%	-1%	-65%[inhibitor]	-3%
CC1Cc2ccccc2N1C(=O)CCn1c(=O)sc2ccccc21 (stereo not given)	-0.4%	-1%	85%	26	2%	-7%	u	-3%	2%	-27%	5%
CC(=O)Nn1c(COc2ccccc2C)nc2ccccc2c1=O	0.9%	0%	18%	5	4%	-1%	-1%	-14%	-1%	15%	6%
COc1ccc(CN(C)C(=O)C2CCN(S(=O)(=O)c3cccs3)CC2)cc1F	-0.6%	0%	-5%	0	-14%	-7%	-9%	-7%	-5%	5%	-8%
CCC1CCCCN1CCN1C(=O)C2C(C(=O)Nc3cccc(OC)c3)C3C=CC2(O3)C1C(=O)NC1CCCCC1 (stereo not given)	-0.9%	0%	1%	0	-10%	12%	-2%	-2%	-2%	-23%	-4%
C/C(=C\c1ccccc1)C(=O)Nc1ccc(Cl)cn1	0.5%	1%	7.9µM*	u	-24%	10%	u	-11%	9.2µM*	u	3%
Cc1cc(C)n(CC(O)COc2ccccc2)n1 (stereo not given)	-1.0%	1%	16%	0	0%	-19%	2%	-6%	5%	9%	4%
COc1ccc(C(=O)COC(=O)COc2cccc3c2OC(C)(C)C3)c(OC)c1	-0.3%	6%	-12%	0	4%	-24%	0%	2%	2%	1%	-1%
CC1C(=O)N2CCCc3cc(NC(=O)C(=O)NCc4cccnc4)cc1c32 (stereo not given)	0.1%	0%	-39%	-3	-3%	-18%	-9%	-2%	u	4%	1%
CC(=O)Oc1ccccc1C1=NN(C(=O)/C=C/c2ccccc2)C(c2ccccc2)C1 (stereo not given)	-0.4%	5%	-52%	u	-9%	4%	-15%	-1%	-5%	26%	-11%
COc1ccc(N2CC(NS(=O)(=O)c3cccnc3)CC2=O)cc1OC (stereo not given)	-0.1%	5%	-5%	-6	0%	-11%	2%	1%	2%	-1%	2%
COc1ccccc1C1(O)CC2CCC(C1)N2S(=O)(=O)c1ccc(C(C)=O)cc1 (stereo not given)	-0.2%	2%	17%	3	-2%	-7%	-37%	-9%	-4%	0%	-1%
Cc1ccc(S(=O)(=O)N2CCCC(C(=O)O)C2)s1 (stereo not given)	0.4%	2%	8%	x	-4%	-1%	-12%	-6%	1%	18%	7%
CCCC12CN3CC(C)(CN(C1)C3c1ccc3c(c1)OCO3)C2=O (stereo not given)	-0.2%	2%	-7%	2	-8%	-23%	7%	-4%	-1%	18%	4%
Cc1ccc(C(=O)NNc2ncnc3c2cnn3C)cc1	-0.6%	-3%	0%	x	0%	2%	-1%	-2%	0%	32%	2%
COc1ccc(CCNc2ccc(C(CC(N)=O)NC(=O)c3ccccc3)cc2[N+](=O)[O-])cc1 (stereo not given)	0.0%	3%	-3%	-2	0%	1%	6%	16%	5%	16%	-3%

Compound activity deposited in PubChem by National Center for Advancing Translational Sciences (NCATS).
